Compound activity from PubChem.
ssDAF12 agonist = activates DAF-12 receptor from parasite S. stercoralis; HEK293 ssDAF-12/GRIP1 lit1-tk-luc reporter, luminescence; % of 3 µM dafachronic acid response; activation, % at 6.8 µM; actives 1% (n = 370,000); AID 652126;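 active = activation above the mean over all tested compounds plus 3 SD, cut at about 0.9% in these data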;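 also: 0% = DMSO-only wells and 100% = 3 µM delta7-dafachronic acid wells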
GAA850 FXN act = increases GAA850 frataxin promoter reporter activity; HEK293 lucGAA850 FXN promoter luciferase reporter, 24 h; percent of 10 µM SAHA response; activation, % at 6 µM; actives 0.56% (n = 360,000);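 active = activation above the average of all compounds screened plus 3 SD, cutoff fixed separately per campaign, cut at about 7.5% in these data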;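 also: 0% = DMSO wells and 100% = 10 µM SAHA wells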
hgDAF-12 ag = agonists of H. glycines DAF-12 nuclear receptor; activation, % at 6.8 µM; actives 1.8% (n = 370,000); AID 687014; HEK293 GAL4-hgDAF12 UAS-luciferase reporter, agonist luminescence; normalized to butyrate control;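 active = activation above a cutoff set at the mean of all screened compounds plus 3 SD, cut at about 10% in these data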;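 also: 0% = DMSO wells and 100% = sodium butyrate wells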
DAX1 inh-1 = DAX1 (NR0B1) inhibition, primary screen; HEK293T StAR-luciferase reporter, SF-1/DAX-1 repression relief; AID 652010; actives 1.1% (n = 370,000); inhibition, % at 6.8 µM;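 active = inhibition above the mean over all tested compounds plus 3 SD, cut at about 3.6% in these data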;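 also: 0% = DAX-1 cells with DMSO and 100% = cells lacking DAX-1 with DMSO; higher inhibition means more luminescence from relief of DAX-1 repression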
ADAM17 inh = inhibitors of human ADAM17 | AID 720648 | recombinant ADAM17, EDANS/DABCYL FRET peptide cleavage | inhibition, % at 6.95 µM | P78536 | actives 0.83% (n = 370,000);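 active = inhibition above the mean of compounds lying between control limits plus 3 SD, set per campaign, cut at about 8.5% in these data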;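 also: 0% = DMSO-only wells as the low control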
GC-A act = GC-A (human) enzyme activation. actives 0.14% (n = 370,000). HEK293 GC-A cells, cGMP TR-FRET, EC30 ANP; 0% at EC30 ANP, 100% saturating ANP. AID 1671463. activation, % at 10 µM; in the data active = activation above about 40%
Target sequence (P16066 whole entry, looked up): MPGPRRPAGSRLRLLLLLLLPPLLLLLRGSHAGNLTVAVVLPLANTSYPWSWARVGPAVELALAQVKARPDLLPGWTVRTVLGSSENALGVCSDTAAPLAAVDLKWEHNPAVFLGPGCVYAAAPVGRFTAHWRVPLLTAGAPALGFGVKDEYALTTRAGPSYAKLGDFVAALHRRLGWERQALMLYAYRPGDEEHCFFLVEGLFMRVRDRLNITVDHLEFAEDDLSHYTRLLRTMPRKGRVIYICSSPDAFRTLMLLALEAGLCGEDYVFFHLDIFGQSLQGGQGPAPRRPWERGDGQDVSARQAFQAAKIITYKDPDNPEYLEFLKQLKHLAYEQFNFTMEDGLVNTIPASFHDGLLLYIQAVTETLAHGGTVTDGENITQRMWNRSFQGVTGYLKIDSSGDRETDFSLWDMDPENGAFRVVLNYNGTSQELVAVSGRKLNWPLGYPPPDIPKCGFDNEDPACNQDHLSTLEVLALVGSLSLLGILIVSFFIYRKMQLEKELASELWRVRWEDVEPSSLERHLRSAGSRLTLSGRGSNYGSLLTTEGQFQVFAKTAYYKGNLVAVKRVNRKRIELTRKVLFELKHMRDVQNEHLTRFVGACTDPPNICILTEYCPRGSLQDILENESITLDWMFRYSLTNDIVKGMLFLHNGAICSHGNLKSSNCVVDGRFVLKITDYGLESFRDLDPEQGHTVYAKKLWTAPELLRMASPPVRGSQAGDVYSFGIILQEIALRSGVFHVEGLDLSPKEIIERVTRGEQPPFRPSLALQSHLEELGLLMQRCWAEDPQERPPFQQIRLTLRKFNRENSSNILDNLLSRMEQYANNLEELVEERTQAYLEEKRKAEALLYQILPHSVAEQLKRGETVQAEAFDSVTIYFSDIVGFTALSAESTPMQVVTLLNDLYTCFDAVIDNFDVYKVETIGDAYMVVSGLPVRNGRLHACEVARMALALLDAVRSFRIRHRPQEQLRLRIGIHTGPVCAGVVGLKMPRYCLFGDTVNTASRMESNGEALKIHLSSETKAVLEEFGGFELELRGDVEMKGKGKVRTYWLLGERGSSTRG
SMARCA2 activ = activators of SMARCA2 function | MG213 cells, MMTV-luciferase reporter, dexamethasone, overnight | activation, % at 9.1 µM | actives 1% (n = 370,000) | AID 652017; in the data active = activation above about 7.8%;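 also: 0% = vehicle wells and 100% = reference activator wells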
DAX1 inh-2 = inhibits human nuclear receptor DAX1. P51843. HEK293 Gal4-DAX1 luciferase reporter, luminescence. inhibition, % at 6.75 µM. actives 0.99% (n = 340,000). AID 504766;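 active = inhibition above the mean over all tested compounds plus 3 SD, cut at about 4.2% in these data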;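 also: 0% = DAX1-transfected cells with DMSO and 100% = empty-vector control cells with DMSO; inhibition shows as a rise in luminescence from relieved DAX1 repression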
ADAM10 inh = inhibits human ADAM10; O14672; recombinant ADAM10, EDANS/DABCYL FRET peptide cleavage, 3 h; inhibition, % at 7 µM; actives 0.62% (n = 370,000); AID 720582;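 active = inhibition above a per-campaign cutoff equal to the mean of compounds falling between control-based bounds plus 3 SD, cut at about 20% in these data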;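 also: 0% = DMSO wells while the 100% control is not disclosed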
PG9 binder = PG9 antibody binding by small molecule; TR-FRET gp120-PG9 antibody binding; inhibition, % at 6.7 µM; actives 0.43% (n = 360,000); AID 624416; in the data active = inhibition above about 8.5%
hcDAF12 agonist = H. contortus DAF-12 activation, primary screen. HEK293 hcDAF-12 lit1-tk-luc reporter, luminescence; 0% DMSO, 100% Δ7-dafachronic acid. activation, % at 6.8 µM. actives 1.4% (n = 370,000). AID 652067;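 active = activation above the mean of all tested compounds plus 3 SD, cut at about 5.5% in these data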;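 also: 100% = response to 3 µM Δ7-dafachronic acid high control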
* hit, by the source's call; · = not tested or not shown; & = joins results of further samples.

cpd | structure | ssDAF12 agonist | GAA850 FXN act | hgDAF-12 ag | DAX1 inh-1 | ADAM17 inh | GC-A act | SMARCA2 activ | DAX1 inh-2 | ADAM10 inh | PG9 binder | hcDAF12 agonist
1 | NS(=O)(=O)c1ccc(NC(=O)CSc2nnc(COc3ccccc3Cl)n2C2CC2)cc1 | -0.9 | 0.3 | -1.0 | -0.7 | -1 | 5 | 0 | -0.8 | 4 | 1.2 | -1.1
2 | CC(=O)N1CCCC(C)(C(=O)Nc2cccc(OC(C)C)c2)C1 (centres undefined) | -1.0 | 0.2 | 3.5 | 0.8 | -3 | 1 | 0 | · | -5 | -0.1 | -0.1
3 | COc1ccc(S(=O)(=O)N(CC(=O)NCC2CCCO2)c2ccc(Cl)cc2)cc1 (centres undefined) | -0.7 | -2.3 | 0.3 | 0.0 | -3 | -5 | 1 | -0.2 | -2 | -0.4 | -1.0
4 | COc1ccc(C(=O)Nc2ccc3[nH]ncc3c2)cc1 | 0.8 | 2.7 | 13* | 2.3 | -3 | -5 | 5 | -3.7 | -10 | -2.3 | 3.2
5 | COCCNC(=O)c1[nH]c(C(F)(F)F)nc1-c1ccccc1 | -1.0 | · | 0.0 | -1.4 | 1 | 1 | -3 | · | 5 | 1.4 | -0.5
6 | C=CCNC(=S)Nc1nc2c(cc1C(=O)OCC)CCCC2 | -0.4 | 6.3 | 0.9 | -0.1 | -2 | 4 | -3 | -0.1 | -13 | -1.3 | 1.1
7 | Cc1cccc(NS(=O)(=O)c2ccc(C)c(C(=O)NC3CCN(Cc4ccccc4)CC3)c2)c1 | -1.9 | -2.9 | -1.1 | -2.6 | -2 | 0 | -1 | -1.0 | -3 | -1.1 | -1.3
8 | O=C(NCCN1CCN(c2ccccc2)CC1)Nc1ccccc1Cl | -1.9 | -0.6 | -2.5 | -0.3 | -1 | 5 | 0 | -0.5 | -9 | -0.7 | 0.5
9 | O=C(c1ccccc1F)N1CCC(N2CCCCCC2)CC1 | -1.3 | 0.8 | 1.9 | 0.0 | -1 | 1 | -1 | -0.8 | 7 | 1.1 | -2.0
10 | COC(=O)[C@]12C[C@H](CC(=O)NCc3cccc4ccccc34)C(=O)N(Cc3ccc4c(c3)OCO4)C1=C[C@H](C(C)(C)C)O[C@@H]2C | -0.6 | · | 0.2 | -0.1 | 3 | -3 | -4 | · | 2 | -1.1 | 0.7
11 | Cc1nc2ccccc2cc1C(=O)N/N=C/c1cccc([N+](=O)[O-])c1 | -1.2 | 3.1 | -0.6 | -0.6 | -5 | -1 | -5 | -1.7 | -1 | 0.8 | -1.4
12 | CC(=O)N1CCN(c2ccc(NC(=S)NC(=O)c3ccccc3)cc2)CC1 | -0.1 | -1.5 | -3.4 | -0.4 | -1 | 0 | -3 | 0.2 | -4 | -2.3 | 3.5
13 | COc1ccc(CCNCC(C)c2ccccc2)cc1 (centres undefined) | -0.2 | 0.9 | 1.4 | 0.5 | 1 | -4 | 0 | -0.4 | -4 | 0.8 | -2.0
14 | CN(CC(=O)Nc1ccc(F)cc1Cl)Cc1cccs1 | -0.7 | 3.0 | -1.2 | -0.4 | 3 | -2 | 1 | 0.3 | -3 | 0.4 | -0.6
15 | O=C(Nc1nnc(-c2ccc(Cl)cc2)o1)c1ccc(N2C(=O)CCC2=O)cc1 | -0.4 | 2.4 | -0.5 | 0.2 | -1 | 3 | -2 | -0.7 | 0 | -2.6 | -1.1
16 | NS(=O)(=O)c1ccc(NC(=O)c2cc(-c3cccs3)nc3ccccc23)cc1 | -1.1 | 0.3 | 1.0 | -0.7 | -149 | -1 | -2 | -0.4 | -450 | 0.8 | -1.1

In a second layout: entries from further up.
8: O=C(NCCN1CCN(c2ccccc2)CC1)Nc1ccccc1Cl
9: O=C(c1ccccc1F)N1CCC(N2CCCCCC2)CC1
10: COC(=O)[C@]12C[C@H](CC(=O)NCc3cccc4ccccc34)C(=O)N(Cc3ccc4c(c3)OCO4)C1=C[C@H](C(C)(C)C)O[C@@H]2C
11: Cc1nc2ccccc2cc1C(=O)N/N=C/c1cccc([N+](=O)[O-])c1
12: CC(=O)N1CCN(c2ccc(NC(=S)NC(=O)c3ccccc3)cc2)CC1
13: COc1ccc(CCNCC(C)c2ccccc2)cc1 (centres undefined)
14: CN(CC(=O)Nc1ccc(F)cc1Cl)Cc1cccs1
15: O=C(Nc1nnc(-c2ccc(Cl)cc2)o1)c1ccc(N2C(=O)CCC2=O)cc1
16: NS(=O)(=O)c1ccc(NC(=O)c2cc(-c3cccs3)nc3ccccc23)cc1

Screen / compound no.	8	9	10	11	12	13	14	15	16
ssDAF12 agonist	-1.9	-1.3	-0.6	-1.2	-0.1	-0.2	-0.7	-0.4	-1.1
GAA850 FXN act	-0.6	0.8	·	3.1	-1.5	0.9	3.0	2.4	0.3
hgDAF-12 ag	-2.5	1.9	0.2	-0.6	-3.4	1.4	-1.2	-0.5	1.0
DAX1 inh-1	-0.3	0.0	-0.1	-0.6	-0.4	0.5	-0.4	0.2	-0.7
ADAM17 inh	-1	-1	3	-5	-1	1	3	-1	-149
GC-A act	5	1	-3	-1	0	-4	-2	3	-1
SMARCA2 activ	0	-1	-4	-5	-3	0	1	-2	-2
DAX1 inh-2	-0.5	-0.8	·	-1.7	0.2	-0.4	0.3	-0.7	-0.4
ADAM10 inh	-9	7	2	-1	-4	-4	-3	0	-450
PG9 binder	-0.7	1.1	-1.1	0.8	-2.3	0.8	0.4	-2.6	0.8
hcDAF12 agonist	0.5	-2.0	0.7	-1.4	3.5	-2.0	-0.6	-1.1	-1.1

Next structures follow.
cpd | structure | ssDAF12 agonist | GAA850 FXN act | hgDAF-12 ag | DAX1 inh-1 | ADAM17 inh | GC-A act | SMARCA2 activ | DAX1 inh-2 | ADAM10 inh | PG9 binder | hcDAF12 agonist
17 | Cc1ccc(-n2c(-c3ccc(Cl)cc3Cl)n[nH]c2=S)cc1 | -2.0 | 1.9 | -0.3 | 0.1 | -4 | 2 | -3 | 0.0 | 5 | -5.5 | -1.7
18 | O=C(O)c1cc(S(=O)(=O)Nc2ccc(OCc3ccccc3)cc2)ccc1Br | -1.3 | 1.2 | 2.5 | -0.3 | -3 | 2 | -1 | 0.0 | 0 | -0.1 | -0.6
19 | N#CC1(NC(=O)COC(=O)c2ncc(Cl)c(Cl)c2Cl)CCCCC1 | -1.4 | 2.3 | -1.3 | 1.7 | -2 | 2 | -2 | -1.3 | -5 | 2.0 | -0.2
20 | CCCc1cc(=O)oc2cc(C)cc(OCC(=O)N3C[C@H]4C[C@@H](C3)c3cccc(=O)n3C4)c12 | -1.7 | 0.1 | 0.0 | 0.8 | -54 | 3 | -1 | · | -231 | -0.4 | -1.0
21 | O=C(NCCc1ccccn1)c1cccc(S(=O)(=O)N2CCCCCC2)c1 | -1.2 | 0.3 | -1.6 | -1.1 | 3 | -5 | -2 | -1.8 | 7 | 1.5 | -0.8
22 | COc1ccc(N=C2S/C(=C\c3ccc(C)o3)C(=O)N2CC(C)C)cc1 | -1.0 | -0.8 | 7.7 | 0.4 | -1 | 1 | 6 | -0.6 | -4 | 0.7 | 0.9
23 | O=C(CSc1nc2[nH]ncc2c(=O)[nH]1)Nc1nccs1 | 7.5* | · | -1.4 | 0.1 | 1 | 4 | 0 | · | 0 | 0.8 | 1.8
24 | C=CCOC(=O)C1=C(C)NC(=O)NC1c1ccc(O)cc1 (centres undefined) | -0.2 | -1.0 | 0.4 | -0.5 | -2 | 3 | -3 | 0.3 | -10 | -3.9 | 0.6
25 | Cc1cccc(C)c1NC(=O)NC1(C(=O)N2CCCCC2)CCCCC1 | -0.9 | 1.0 | -2.8 | 0.1 | -1 | 0 | 1 | -0.5 | -3 | -0.7 | -0.2
26 | Cn1c(N2CCOCC2)c(/C=N/O)c2ccccc21 | -0.5 | 2.0 | 0.8 | 0.5 | -2 | 0 | 0 | 7.5* | -9 | -4.5 | 4.8
27 | Cc1oc(C(C)(C)C)cc1C(=O)Nc1cccc(C(=O)O)c1 | 0.9 | 3.7 | 10 | 1.3 | -2 | 0 | 2 | 1.9 | 7 | -0.1 | 2.0
28 | CC(C)CN(CC(C)C)C(=O)c1ccc2c(c1)NC(=O)C(C)(C)O2 | -1.3 | · | -1.9 | 0.4 | 1 | 5 | -3 | · | -6 | · | -2.3
29 | Cc1cccc(C)c1N=Nc1c(C)cc(O)cc1C | 0.2 | 3.0 | -0.1 | 0.2 | 9.9* | -11 | -1 | 1.2 | 19 | -1.4 | 0.2
30 | O=C(/C=N/O)Nc1ccc2sc3ccccc3c2c1 | -1.3 | 2.1 | -1.4 | -0.9 | 2 | 0 | -2 | 1.1 | 4 | -3.2 | -0.7
31 | Cc1ccc2c(=O)n3c(nc2c1)C(C)NC(=O)c1cccnc1-3 (centres undefined) | -0.7 | -2.3 | 2.1 | 0.8 | -4 | 5 | -2 | 0.3 | -9 | 1.0 | 1.2
32 | CC1CC(C)(C)NC(=S)N1CCCC(=O)Nc1ccc(Br)cc1 (centres undefined) | 0.1 | 0.0 | -3.0 | -0.6 | -3 | -4 | -2 | -0.1 | 0 | -2.5 | 1.1
33 | CCOc1ccc(/C=N/NC(=O)Nc2ccccc2)cc1 | -0.6 | 3.5 | 19* | 6.6* | -6 | 4 | 4 | 1.1 | 6 | -1.8 | 5.1
34 | CCOC(=O)N1CCN(CCC(=O)Nc2cccc(Br)c2)CC1 | -1.6&-1.3 | 0.1&2.9 | -0.2&-1.0 | 0.5&1.7 | 1&2 | 0&3 | 2&-1 | 0.4&-1.0 | 8&0 | 0.8&-1.1 | -2.3&-0.4
35 | O=c1c2c3c(sc2n(CCN2CCOCC2)c(=O)n1Cc1ccco1)CCCCC3 | -1.1 | 5.8 | -0.5 | -0.7 | -3 | 4 | -3 | -0.4 | 1 | 3.1 | -1.4
36 | COc1cc(NC(=O)CN2CCN(c3ccccc3F)CC2)cc(OC)c1 | -1.5 | 1.2 | 0.8 | 1.1 | 1 | -2 | 0 | 0.1 | 7 | -3.5 | -1.8
37 | Cc1nc2c3cc(Cl)ccc3n(CCN3CCCCC3)c2s1 | -0.9 | -2.2 | 7.5 | -2.1 | -3 | -8 | 7 | -1.4 | 8 | -0.3 | -0.8
